FXN GAA850 act – frataxin GAA850 promoter activation | activation, % at 6 µM | AID 540364 | actives 0.56% (n = 360,000) | HEK293 lucGAA850 FXN promoter luciferase reporter, 24 h; percent of 10 µM SAHA response;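 active means activation above the average of all compounds screened plus 3 SD, cutoff fixed separately per campaign, cut at about 7.5% in these data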;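 further: 0% = DMSO wells and 100% = 10 µM SAHA wells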
DDE Tn6 FP inh – disrupts Tn6 cyclic peptide binding to fibrin D-Dimer-E complex. actives 0.21% (n = 370,000). AID 720509. Fibrin DD(E) TRITC-Tn6 fluorescence polarization displacement. inhibition, % at 8.3 µM. P02675;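 active means inhibition above a per-campaign cutoff: mean of compounds within control limits plus 3 SD, cut at about 15% in these data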;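 further: 0% = median of all compound wells on the plate and 100% = blocking peptide control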
rCAG binder – molecules binding r(CAG) RNA repeats. r(CAG) RNA repeat, TO-PRO-1 dye displacement fluorescence. inhibition, % at 3 µM. actives 1.3% (n = 370,000);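 active means inhibition above the plate cutoff, the mean of all test compounds on that plate plus 3 SD, cut at about 35% in these data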;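 further: 0% = DMSO alone and 100% = 100 µM mitoxantrone as full dye displacement; higher means more dye released from RNA so lower well fluorescence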
NPR1 activator – GC-A (human) enzyme activation; HEK293 GC-A cells, cGMP TR-FRET, EC30 ANP; 0% at EC30 ANP, 100% saturating ANP; activation, % at 10 µM; actives 0.14% (n = 370,000); in the data active means activation above about 40%
ARFGAP1 inh – inhibits rat ARF GTPase activating protein 1 | inhibition, % at 16.5 µM | AID 651572 | Arfgap1-stimulated ARF1 GTP hydrolysis, GDP FP detection | actives 0.26% (n = 360,000);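 active means inhibition above a per-plate limit, mean inhibition of low control wells plus 3 SD, cut at about 25% in these data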;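 further: 0% = DMSO wells with enzyme and 100% = wells lacking Arfgap1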
Target sequence (Q62848 1-136 limits assumed): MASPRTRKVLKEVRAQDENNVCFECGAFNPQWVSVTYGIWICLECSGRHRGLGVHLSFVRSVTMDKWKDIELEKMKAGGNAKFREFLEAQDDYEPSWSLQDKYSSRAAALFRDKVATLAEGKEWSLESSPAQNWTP
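System: truncated rat Arfgap1 GAP domain / Medium: HEPES-based buffer, pH 7.5 / Also added: N-terminally truncated human ARF1-GTP substrate / Incubation: enzyme reaction 120 min at 25 °C after 20 min preincubation / Measured by: FP of antibody-bound GDP Alexa 633 tracer, ex 620/em 688 nm / Replicates: singlicate, each compound tested once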
ASAP1 GAP inh – ASAP1 ArfGAP inhibition. Q9ULH1. ASAP1-stimulated ARF1 GTP hydrolysis, GDP FP detection. inhibition, % at 16.5 µM. actives 0.19% (n = 360,000). AID 624377; in the data active means inhibition above about 25%;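 further: 0% = vehicle with enzyme and substrate and 100% = no enzyme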
proKLK7 act – activators of human kallikrein-7 zymogen; purified proKLK7, EDANS-DABCYL substrate fluorescence; 100% is mature enzyme control, 0% vehicle; actives 0.9% (n = 370,000); AID 652039; activation, % at 7 µM; P49862;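 active means activation above the mean of all tested compounds plus 3 SD, computed per campaign excluding outliers beyond control limits, cut at about 13% in these data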
Target sequence (P49862 whole entry, looked up): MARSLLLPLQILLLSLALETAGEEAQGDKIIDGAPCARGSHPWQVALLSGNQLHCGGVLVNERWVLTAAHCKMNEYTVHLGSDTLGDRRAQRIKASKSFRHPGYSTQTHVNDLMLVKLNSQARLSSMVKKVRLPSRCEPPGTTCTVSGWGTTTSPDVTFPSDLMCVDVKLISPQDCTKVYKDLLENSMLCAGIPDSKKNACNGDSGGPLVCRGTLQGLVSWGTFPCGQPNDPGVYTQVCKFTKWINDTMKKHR
sPLA2-III inh – Blocks human group III sPLA2 activity | Q9NZ20 | QFRET BODIPY PC-A2 liposome hydrolysis, fluorescence | inhibition, % at 12.2 µM | actives 0.56% (n = 370,000) | AID 743126;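 active means inhibition above mean plus 3 SD of compounds lying within the high and low control bounds, cut at about 19% in these data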;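 further: 0% = median of test compound wells and 100% = no enzyme DMSO wells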
Target sequence (Q9NZ20 whole entry, looked up): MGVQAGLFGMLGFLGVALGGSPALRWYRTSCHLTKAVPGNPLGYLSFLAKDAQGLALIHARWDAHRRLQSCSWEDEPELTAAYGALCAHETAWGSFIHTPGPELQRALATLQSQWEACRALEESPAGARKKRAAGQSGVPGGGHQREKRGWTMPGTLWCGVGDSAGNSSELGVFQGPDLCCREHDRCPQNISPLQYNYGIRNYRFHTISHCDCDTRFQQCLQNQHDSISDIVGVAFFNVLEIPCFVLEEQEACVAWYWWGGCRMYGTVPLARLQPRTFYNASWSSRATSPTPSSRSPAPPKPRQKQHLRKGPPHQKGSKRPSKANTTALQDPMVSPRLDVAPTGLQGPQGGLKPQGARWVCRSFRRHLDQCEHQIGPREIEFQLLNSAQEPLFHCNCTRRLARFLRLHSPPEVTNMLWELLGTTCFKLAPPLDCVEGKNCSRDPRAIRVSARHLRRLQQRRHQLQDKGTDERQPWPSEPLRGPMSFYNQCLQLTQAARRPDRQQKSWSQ
NPR2 activator – GC-B (human) receptor activation | P20594 | HEK293-GC-B cells, CNP EC30, cGMP TR-FRET; 0% at EC30 CNP, 100% saturating CNP | activation, % at 10 µM | actives 0.11% (n = 370,000) | AID 1920062;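 active means activation at 10 µM reaching about 35% in either raw or pattern-adjusted values, limit read from the data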
ADAM10 inh – inhibits human ADAM10 | inhibition, % at 7 µM | actives 0.62% (n = 370,000) | O14672 | AID 720582 | recombinant ADAM10, EDANS/DABCYL FRET peptide cleavage, 3 h;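 active means inhibition above a per-campaign cutoff equal to the mean of compounds falling between control-based bounds plus 3 SD, cut at about 20% in these data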;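 further: 0% = DMSO wells while the 100% control is not disclosed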
An asterisk follows results filed as active; . = no result given.

SMILES	FXN GAA850 act	DDE Tn6 FP inh	rCAG binder	NPR1 activator	ARFGAP1 inh	ASAP1 GAP inh	proKLK7 act	sPLA2-III inh	NPR2 activator	ADAM10 inh
O=C(NCCNc1nccc(C(F)(F)F)n1)c1cccc(C(F)(F)F)c1	0.9	-5	-6	-1	6	9	0.6	4	7	5
Cc1cccc(COC(=O)CCCNC(=O)c2ccc(Cl)cc2)c1	2.7	-6	0	-1	15	0	-0.3	-18	0	5
CCCn1c(SCC(=O)Nc2cccc(S(=O)(=O)NC3=NCCCCC3)c2)nc2ccccc2c1=O	-7.8	-5	9	2	6	7	0.4	-13	1	-4
CCCC(C(=O)Nc1ccc2c(C)cc(=O)oc2c1)c1ccccc1 (stereo not given)	2.2	-6	3	-6	4	13	1.6	-2	-8	-212
O=C(O)C1CCC(=O)N1C1CCCC1 (stereo not given)	-0.7	4	-1	-1	-6	-20	-0.3	1	8	10
O=C(NNS(=O)(=O)c1ccc(C(F)(F)F)cc1)c1cnn(-c2ccccc2)c1C(F)(F)F	0.8	5	18	2	-4	-4	0.3	-21	0	0
CC(C)N(Cc1ccccc1)C(=O)COC(=O)c1ccccc1SCC(=O)N1CCCC1	-2.7	5	-11	-1	4	-7	0.6	0	3	-8
CN(Cc1ccc(F)cc1)Cc1nc(-c2ccccc2)no1	1.4	-3	-7	1	6	4	0.7	2	-2	-5
CC1(C)CC(=O)C=C(N=CC2=C(O)CC(C)(C)CC2=O)C1	2.2	-7	-3	0	0	-4	0.1	1	4	-3
CCN(CC)c1ccc(C(=O)O)cc1	1.0	3	-3	4	-7	6	0.3	1	2	1
CCN(CC)c1ncnc2c1ncn2[C@H]1CN(C2CCCC2)C[C@@H](CO)O1	1.5	-4	-2	-6	-1	6	-0.2	10	-4	-13
O=C(COc1ccccc1)Nc1ccc(-c2nnc(-c3ccco3)o2)cc1	4.1	3	-4	1	5	4	0.2	-1	4	-26
CC(Sc1nnc(COc2ccc(Cl)cc2)n1-c1ccccc1)C(=O)O (stereo not given)	1.3	-7	6	3	10	-3	-0.2	-6	2	0
COc1ccc(S(=O)(=O)N2CCC(C(=O)NCc3cccnc3)CC2)cc1C	0.6	0	-3	0	6	2	0.5	-8	1	-1
COc1cc(C=O)ccc1OC(=O)c1ccc(C(C)C)cc1	1.1	-7	-4	1	-7	-16	0.8	11	-4	9
C=CCn1c(SCC(=O)N(CC)C2CCS(=O)(=O)C2)nc2sc3c(c2c1=O)CCC3 (stereo not given)	1.4	4	1	-4	-1	15	0.2	8	2	-8
COc1ccc(Sc2cc(C(F)(F)F)nc(-c3ccccn3)n2)cc1	2.0	-8	-9	4	11	13	0.3	2	3	-1
CCCCNC(=O)C1CCCN1C(=O)Nc1cccc(OC)c1 (stereo not given)	-1.5	-4	-1	-1	13	2	0.1	5	-1	-4
COc1cc(C(=O)N2CCN(C(=O)COc3ccc4ccccc4c3)CC2)cc(OC)c1OC	-0.6	5	-6	1	14	-11	0.1	-10	1	3
CCc1nn(CC(=O)N2CCN(C)CC2)c(=O)c2cccn12	1.9	2	2	8	10	-9	0.1	0	1	3
Nc1ccc2c(c1)C(=O)N(CCCC(=O)O)C2=O	-2.3	1	-1	-3	-16	-1	-0.6	-8	3	-10
Cc1cc(C)c2c(n1)sc1c(=O)n(Cc3ccc(F)cc3)cnc12	0.0	4	1	7	-1	-3	-0.2	1	8	13
O=C1c2ccccc2S(=O)(=O)c2cc(N3CCN(c4ccccc4)CC3)ccc21	.	-3	5	-1	1	5	0.3	7	-2	0
O=C1c2ccccc2NC(c2ccc(Cl)cc2Cl)N1O (stereo not given)	-0.6	-1	2	4	-3	4	-0.2	-9	5	-41
CCOC(=O)N1CCN(C(=O)/C=C/c2cccc([N+](=O)[O-])c2)CC1	2.5	-5	-6	-5	12	-14	-0.2	-4	-3	3
Cc1ccc(/C=N/NC(=O)CSc2nnc(-c3ccc(Cl)cc3)n2-c2ccccc2)o1	1.8	3	6	-24	-5	-1	0.0	-25	-11	4
CCC(C)(CC(=O)O)CC(=O)Nc1cc(C(F)(F)F)cc(C(F)(F)F)c1 (stereo not given)	-0.8	1	13	-1	0	1	0.0	-3	-6	0
Cc1ccc(/C=C/C(=O)OC(C)C(=O)Nc2ncc(Cl)cc2Cl)o1 (stereo not given)	0.1	-6	3	-3	11	5	0.6	9	5	-9
O=C(CSc1nnc(-c2ccncc2)n1C1CCCCC1)Nc1cccc(O)c1	-0.1	-4	-2	-4	2	-2	-0.4	-4	1	3
O=C(CSc1ccsc1[N+](=O)[O-])N1CCN(c2ccccn2)CC1	2.2	9	10	0	3	-1	-0.6	-4	-1	2
O=C(N/N=C/C(Cl)=C/c1ccccc1)c1ccccn1	4.2	-6	1	-4	1	-11	-0.1	-3	-8	1
CCOC(=O)C1(CC2CC2)CCN(C(=O)c2cc(C3CC3)nc3ccccc23)CC1	-1.9	-7	-9	-6	-8	8	0.1	-11	-1	1
O=C(CSc1cn[nH]n1)Nc1nc2ccccc2s1	1.9	7	4	3	14	1	0.0	-28	-3	20*
CC(NC(=O)COC(=O)CCc1ccccc1)c1ccccc1 (stereo not given)	0.7	-1	-6	2	7	-3	-1.1	13	2	-2
CCOC(=O)CSC1=C(C#N)C(c2ccco2)C(C(=O)Nc2cccc(C(F)(F)F)c2)=C(C)N1 (stereo not given)	-0.2	-1	19	0	-2	13	0.1	-15	-10	2
O=C1[C@H]2[C@@H](c3ccc(C(F)(F)F)cc3)N[C@]3(CCCN(Cc4ccc(Br)cc4)C3=O)[C@H]2C(=O)N1Cc1ccccc1	-7.8	-1	6	1	10	13	-0.4	-14	2	37*
Cc1cc(NC(=O)COC(=O)CNS(=O)(=O)c2c(F)cc(F)cc2Br)no1	-0.6	-3	2	0	6	-11	-0.6	16	-4	-19
NC(=O)c1ccc(NC(=O)COC(=O)C2(c3ccccc3F)CCCC2)cc1	1.8	-5	3	-3	1	14	-0.2	-16	-5	7
CCN1CCN(c2c(Cl)cccc2NC(=O)c2ccc(Br)o2)CC1	0.0	-3	-6	0	9	3	-1.2	4	-1	-3
CCCCNS(=O)(=O)NC(=O)C1=C(N2CCCC2)COC1=O	2.7	-1	4	0	-5	3	0.2	10	3	1
O=C1Nc2cc(C(=O)NCCN3CCCCCC3)ccc2S/C1=C\c1ccccc1	0.1	-14	14	12	6	3	0.5	-15	-1	-1
C[C@@H]1CN([C@H](C)CO)C(=O)CCCn2nncc2CO[C@@H]1CN(C)S(=O)(=O)c1ccc(F)cc1	-2.3	-6	1	4	8	9	0.1	12	-1	-20
O=C(NC1CCCN(Cc2ccccc2F)C1)c1cccs1 (stereo not given)	0.5	9	-4	3	-19	4	0.4	0	1	-2
COc1ccc(CCNCc2cc(C)n(-c3ccc(OC)cc3)c2C)cc1	-0.3	-9	13	-3	-2	3	-0.5	5	2	0
O=C(NCC1CCCO1)NC1CCCCC1 (stereo not given)	0.9	1	-1	-1	8	4	-0.5	-1	3	1
O=C(c1ccc(CS(=O)Cc2ccccc2Cl)o1)N1CCN(C2CCCCC2)CC1 (stereo not given)	-1.0	-1	-4	-3	-15	-10	0.1	-8	-3	2
COc1cc(C(NC(C)=O)NC(C)=O)ccc1OCc1ccccc1	0.0	3	-2	-2	-4	-5	-0.3	2	1	1
CCNC(=O)CC1C(=O)N(c2cccc(C)c2)C(=O)N1CCC(C)C (stereo not given)	-1.1	4	1	2	4	-5	-0.1	0	-1	-2
CSc1nc(N2CCN(c3ccccc3Cl)CC2)c2ccccc2n1	1.0	-4	3	-3	5	-3	-2.8	0	-5	-12
COc1ccc(-c2csc(C(C)(O)c3cccnc3)n2)cc1 (stereo not given)	0.3	3	2	1	10	-11	-1.1	0	2	0
COc1cc(NC(=O)CSc2nc(C)cc(=O)[nH]2)cc(OC)c1	.	-4	1	-4	.	.	0.6	9	5	-12
CC(=S)c1c(C)cc2cc(C)ccn12	1.4	-3	3	-3	-7	-4	2.2	5	2	-20
C=CCn1c(=O)c(C(=O)NC2CC2)c(O)c2cc(OC)c(OC)cc21	1.1	-5	2	-1	3	3	-0.5	1	-4	-56
O=C(Cn1ccc(NC(=O)OCc2ccccc2)nc1=O)NCc1ccc2c(c1)OCO2	1.8	6	5	2	-2	5	0.3	-3	-2	-2
CN(Cc1cccnc1)C(=O)c1ccc2nc(Cc3ccccc3F)oc2c1	1.7	8	-4	0	-2	-5	-0.4	-6	0	-6
C=CCOc1cccc(C(=O)N2CCCC(CCC(=O)NCc3ccccc3F)C2)c1 (stereo not given)	1.0	-1	-8	1	-5	2	0.5	-7	6	-4
O=C(CSc1nnc(-c2ccncc2)n1CC1CCCO1)Nc1ccccc1Cl (stereo not given)	0.5	7	-4	2	-14	-7	-0.3	-5	-3	-8
COc1cc(-c2cnc3c(NC=O)cc(-c4ccc(C)cc4)cn23)cc(OC)c1OC	-0.2	5	13	4	-1	11	-5.5	3	8	-34
O=[N+]([O-])c1ccccc1Oc1ccc(Cl)c2cccnc12	3.4	-3	-5	1	0	-4	-0.4	-4	-1	-3
CC(C)[C@H](NC(=O)c1ccco1)C(=O)OCC(=O)c1ccc(Br)s1	0.8	3	18	3	2	-7	-1.0	-21	-1	-7

Other results.
SMILES	FXN GAA850 act	DDE Tn6 FP inh	rCAG binder	NPR1 activator	ARFGAP1 inh	ASAP1 GAP inh	proKLK7 act	sPLA2-III inh	NPR2 activator	ADAM10 inh
COc1ccc(CNC(=O)C2(c3ccc(Cl)cc3)CC2)cc1	3.1	9	-4	-19	-2	7	0.2	4	-12	21*
Cc1cc(C)cc(OCC(=O)NCc2cc(C)nc3ccccc23)c1	1.4	3	-4	-2	1	-13	0.4	-3	-7	1
COC(=O)/C(=C/c1cn(C(C)=O)c2ccccc12)[N+](=O)[O-]	-0.8	3	3	2	-2	5	0.6	-8	-1	-3
CCCC(NC(=O)C(C)Sc1nnnn1C1CC1)c1ccccc1 (stereo not given)	1.4	1	2	-1	7	-6	-0.5	0	6	0
O=[N+]([O-])c1ccc(-c2cn(-c3ccccc3F)c(=S)[nH]2)cc1	3.0	3	4	-3	12	0	-0.1	0	-7	1
O=C(NC(=S)NC(=O)c1ccccc1F)c1ccccc1F	4.0	6	0	-6	6	0	0.2	14	-1	-15
COc1ccc(C(C)C)cc1S(=O)(=O)Nc1ncn[nH]1	1.1	2	2	5	-5	-6	0.3	7	-5	5

A stretch of the results above, as a working copy:
SMILES	FXN GAA850 act	DDE Tn6 FP inh	rCAG binder	NPR1 activator	ARFGAP1 inh	ASAP1 GAP inh	proKLK7 act	sPLA2-III inh	NPR2 activator	ADAM10 inh
O=[N+]([O-])c1ccc(-c2cn(-c3ccccc3F)c(=S)[nH]2)cc1	3.0	3	4	-3	12	0	-0.1	0	-7	1
O=C(NC(=S)NC(=O)c1ccccc1F)c1ccccc1F	4.0	6	0	-6	6	0	0.2	14	-1	-15
COc1ccc(C(C)C)cc1S(=O)(=O)Nc1ncn[nH]1	1.1	2	2	5	-5	-6	0.3	7	-5	5

Part of the list above, with values under each structure.
Fields: FXN GAA850 act	DDE Tn6 FP inh	rCAG binder	NPR1 activator	ARFGAP1 inh	ASAP1 GAP inh	proKLK7 act	sPLA2-III inh	NPR2 activator	ADAM10 inh
> COC(=O)/C(=C/c1cn(C(C)=O)c2ccccc12)[N+](=O)[O-]
 : -0.8	3	3	2	-2	5	0.6	-8	-1	-3
> CCCC(NC(=O)C(C)Sc1nnnn1C1CC1)c1ccccc1 (stereo not given)
 : 1.4	1	2	-1	7	-6	-0.5	0	6	0

Screening results (PubChem BioAssay)
